Screens: PubChem BioAssay, The Scripps Research Institute Molecular Screening Center
Pf gamet viab: late stage P. falciparum gametocyte viability inhibitors, primary screen, ATP luminescence, HTS; P. falciparum stage V gametocytes, 24 h; inhibition, % at 10.9 µM; actives 0.065% (n = 150,000); AID 743093, 2013;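 active means inhibition above the mean plus 3 SD of compounds within the control limits, set per campaign, cut at about 38% in these data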;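 further: 0% = DMSO wells and 100% = medium only without gametocytes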
Starred values were filed as active, the others as inactive. Only part of the results is shown; count on the stated rates, not on these rows.

Start of the data: the first two compounds as a preview:
Compound	Pf gamet viab
C[C@H](CO)N1C[C@H](C)[C@H](CN(C)Cc2ccccc2)Oc2c(NC(=O)Nc3ccc(F)cc3)cccc2C1=O	28.0
COCCCNC(=O)CN1C(=O)c2cccc3cccc1c23	-0.4

The listing, from the start:
Compound	Pf gamet viab
C[C@H](CO)N1C[C@H](C)[C@H](CN(C)Cc2ccccc2)Oc2c(NC(=O)Nc3ccc(F)cc3)cccc2C1=O	28.0
COCCCNC(=O)CN1C(=O)c2cccc3cccc1c23	-0.4
CCOC(=O)N1CCN(C(=O)Cc2ccccc2[N+](=O)[O-])CC1	11.0
COc1cc2sc3ccc(-c4ccc(CN5CCOCC5)cc4)cc3c(=O)c2cc1OC	-1.6
C=CCNC(=O)CN1CCN(C(c2ccccc2)c2ccccc2)CC1	-46.5
CS(=O)(=O)N(CC(=O)Nc1ccccc1F)C1CCCCC1	-5.4
C[C@H](CO)N1C[C@H](C)[C@@H](CN(C)Cc2ccc3c(c2)OCO3)Oc2ccc(NS(C)(=O)=O)cc2C1=O	-2.7
CCOc1cc(NC(=O)Nc2ccc(F)cc2)c(OCC)cc1NC(=O)CC	-14.3
COC(=O)C1=C(C)N(CCCC(=O)O)C(=O)NC1c1cccc2ccccc12 (stereo unspecified)	7.2
CC(=O)c1sc(N/N=C\c2c(O)ccc3ccccc23)nc1C	-15.2
O=C(O)/C(=C\c1ccc(-c2ccccc2[N+](=O)[O-])o1)c1ccccc1	-23.5
Cc1ccccc1Nc1ccc([N+](=O)[O-])cn1	-15.2
CCN(CC)C(=O)c1[nH]cnc1C(=O)NCCCCCNC(=O)OC(C)(C)C	-7.5
Cc1cccc(OCCCCCN2CCOCC2)c1	9.6
Cc1ccc(C(=O)c2c3ccc([N+](=O)[O-])cc3[n+]([O-])n2CCC(N)=O)cc1	-22.3
CCOc1ccccc1-c1cc(C(=O)N/N=C/c2cccnc2)c2ccccc2n1	9.6
Cn1ncc(N=Cc2c(O)ccc3ccccc23)c1C(=O)N1CCOCC1	4.9
COc1ccc(C(=O)c2c3ccccc3[n+]([O-])n2CCCN)cc1	4.9
CCc1ccccc1NS(=O)(=O)Cc1ccccc1	10.9
COc1ccc(NC(=O)COCC(=O)Nc2ccc(C)cc2)cc1	14.7
CC(C)(C)C(=O)C1=C(O)C(=O)N(Cc2ccccc2)C1c1ccccc1Cl (stereo unspecified)	2.4
C[C@H]1CCC[C@]2(CC(=O)c3cc(F)ccc3O2)C1	-4.2
O=S(=O)(c1ccccc1)N1CCN(Cc2cccc(Br)c2)CC1	0.6
CC1(C)Cc2ccccc2C(=NC(Cc2ccccc2)C(=O)O)N1 (stereo unspecified)	3.9
CCCC(C(=O)O)N1C(=O)/C(=C2\C(=O)N(C)c3ccccc32)SC1=S (stereo unspecified)	-15.2
C/C(=C/c1ccccc1)C(=O)N1CCN(c2ccccc2F)CC1	-16.2
CCN1C(=O)N[C@@H](c2cccc(C(F)(F)F)c2)C(C(C)=O)=C1C	-2.8
C[C@@H](CSc1ccc(Br)cc1)CN1CC[C@H](NC(=O)OCc2ccccc2)CCC1=O	-2.6
COc1ccc(CN2CCN(C(=O)c3cccc4ccccc34)CC2)c(OC)c1OC	-7.7
C/C(O)=c1/c(=O)nc2cccc3c2=c1c1ccccc1c3=O	4.8
C[C@H](NC(=O)c1nc[nH]c1C(=O)N1CCN(C(=O)OC(C)(C)C)CC1)C(=O)OCc1ccccc1	-21.1
O=C(NC1CC2CCCC(C1)N2Cc1ccccc1)c1cccc(F)c1 (stereo unspecified)	-25.8
CC1CCCN(C(=O)Cn2nnc(-c3ccc(S(C)(=O)=O)cc3)n2)C1 (stereo unspecified)	-26.9
CSCCNC(=O)c1ccc(OC2CCN(S(=O)(=O)N(C)C)CC2)cc1	14.7
Cc1ccccc1CNC(=O)COc1ccccc1	30.5
CC(=O)Nc1cc[n+](CC(=O)c2cccc([N+](=O)[O-])c2)cc1	4.2
CCOc1ccc(Cc2c(C)[nH]c3ccc(C(=O)O)cc3c2=S)cc1	-7.9
CCCCn1c(-c2nonc2NC(=O)c2ccccc2Cl)nc2ccccc21	1.8
COC(=O)N[C@H](c1ccccc1)[C@@]1(C)C[C@@H]1[C@@H](C)C(=O)Nc1ccc2ccccc2c1	17.0
O=C(O)c1cccc(N2C(=O)c3cccc4cccc(c34)C2=O)c1	-28.4
C[C@@H]1CN([C@@H](C)CO)C(=O)c2cc(NC(=O)Nc3ccc4c(c3)OCO4)ccc2O[C@H]1CN(C)S(=O)(=O)c1ccc(F)cc1	-28.2
C=CC[C@@H](CC(=O)N[C@@H](CO)Cc1ccccc1)C(=O)NCCOC(=O)[C@@H](CC=C)CC(=O)OC(C)(C)C	-18.1
O=C1C=C(c2cccc(OCc3ccccc3)c2)C[C@@H](c2ccc3c(c2)OCO3)C1	1.8
COc1ccc(C(=O)N2CC(c3ccc(Cl)cc3)CC2=O)cc1 (stereo unspecified)	10.5
Cc1ccccc1NC(=O)Cn1nc(C)c2ccccc2c1=O	5.3

Part of the list above in order of molecular weight, smallest number first:
Compound	Pf gamet viab
O=C(NC1CC2CCCC(C1)N2Cc1ccccc1)c1cccc(F)c1 (stereo unspecified)	-25.8
CC1CCCN(C(=O)Cn2nnc(-c3ccc(S(C)(=O)=O)cc3)n2)C1 (stereo unspecified)	-26.9
C[C@H](NC(=O)c1nc[nH]c1C(=O)N1CCN(C(=O)OC(C)(C)C)CC1)C(=O)OCc1ccccc1	-21.1

(next part)
Compound	Pf gamet viab
Cc1c([N+](=O)[O-])cc(C(=O)Nc2ccc3ncccc3c2)cc1[N+](=O)[O-]	-15.7
Cc1ccc(C(C)NC(=O)Cc2cccs2)c(C)c1 (stereo unspecified)	-1.9
O=C(NN1CCOCC1)c1ccc([N+](=O)[O-])cc1	-13.1
COc1ccc(CC(=O)NCC2CCCN(Cc3ccccc3Cl)C2)cc1 (stereo unspecified)	1.4
O=C(O)C1(c2ccccc2)CCC(Nc2ccccc2)C1 (stereo unspecified)	-37.5
CCOc1cc(C(=O)NC(C)CCc2ccccc2)cc(OCC)c1OCC (stereo unspecified)	-12.3
COc1cccc(C(=O)Nc2cc(C(=O)NCc3ccc(C)cc3)ccc2N2CCC3(CC2)CC(c2ccccc2)=NO3)c1	12.5
Cc1nc(N)c(C#N)c(-c2ccc3c(c2)OCO3)c1C	7.7
COC(=O)[C@]1(CC(C)C)N[C@H](c2ccc(-c3ccc(F)cc3)c(OC)c2)[C@@H]2C(=O)N(C)C(=O)[C@@H]21	-38.4
CCN(CC)C(=O)Cn1c(=O)n(Cc2ccccc2Cl)c2c1c(=O)n(C)c(=O)n2C	-29.5
CCOC(=O)N1CCN(CCc2ccccc2)CC1	-9.9
O=C(NNS(=O)(=O)c1ccc(F)cc1)c1ccc(O)cc1	10.6
NC(=O)c1cc([N+](=O)[O-])ccc1NCc1ccc(C(=O)O)cc1	7.8
COc1ccc(Cl)cc1NC(=S)NC1CCCC1	1.3
O=C(Nc1ccc(S(=O)(=O)Nc2ncccn2)cc1)c1cccc(Br)c1	6.0
O=C(CC(=O)N/N=C/c1c(F)cccc1Cl)NCCc1ccccc1	17.0
Oc1ccc(Br)cc1/C=N/n1c(-c2ccccc2)n[nH]c1=S	10.1
FC(F)(F)c1nnc2ccc(N3CCCCC3)nn12	-3.2
Cn1cc(C[C@H](NC(=O)OC(C)(C)C)C(=O)N[C@@H](CO)Cc2ccccc2)c2ccccc21	-23.1
Cc1ccc[n+](CC(=O)c2ccc(Br)cc2)c1C	-6.0
COCCN=C1N[C@@H](c2ccccc2)C(C(=O)OC)=C(C)N1Cc1ccccc1	9.3
CC(C)(C)OC(=O)N[C@H](C(=O)OC(C)(C)C)c1ccc(C(F)(F)F)cc1	19.3
COc1cc(CN2CCN(CC#Cc3ccccc3)CC2CCO)cc(OC)c1 (stereo unspecified)	-12.2
COC(=O)[C@@]12CCCCN1[C@H](c1ccc(-c3ccc(F)cc3)cc1)[C@H]1C(=O)N(C)C(=O)[C@H]12	17.1
C[C@@]12C(=O)N(c3cccc(Cl)c3)C(=O)N1[C@H](c1ccc(Cl)cc1)[C@@H]1C(=O)N(C3CCCCC3)C(=O)[C@@H]12	-4.5
CO[C@H]1O[C@H](CBr)[C@@H](OC(=O)c2ccccc2)[C@H](O)[C@H]1O	-1.9
Cc1cc(C)c(S(=O)(=O)NCc2cccnc2)cc1C	-17.9
CC(NC(=O)c1ccncc1)c1ccc(Br)cc1 (stereo unspecified)	0.9
Cc1cc(Cl)nc(SCC(=O)c2ccccc2)n1	0.7
Cc1cc(C)c(OCCCCCn2ccnc2)c(C)c1	-31.2
COc1ccc(CCN(C(=O)c2ccc(F)cc2)C2=CC3CCC(C2)N3C)cc1OC (stereo unspecified)	17.1
CN(C(=O)c1ccc(NC(=O)Cc2cccc(NC(=O)C3CCCN(C(=O)C4CCCC4)C3)c2)cc1)C1CCCC1 (stereo unspecified)	5.5
CCOc1ccccc1N(CC(=O)Nc1cccc(OC)c1)S(=O)(=O)c1ccccc1	14.5
Cc1ccc(C(C)C)c(OCC(=O)NNC(=O)Nc2ccccc2)c1	-0.3
O=C(COc1ccccc1)Nc1ccccc1F	2.2
CCOC(=O)N1CCN(C(=O)CSCC(=O)N=c2sc3cc(OC)ccc3n2C)CC1	-6.4
O=C1CN(c2ccccc2)C(=S)N1C(=O)c1ccccc1	12.7
Cn1cc(C(CO)Cc2ccccc2)c2ccccc21 (stereo unspecified)	-2.3
O=c1cc(-c2ccccc2)cc(-c2ccccc2)n1CCCO	16.6
CCc1ccc(S(=O)(=O)NC2CC(C)(C)NC(C)(C)C2)cc1	10.8
C[C@@H](NC(=O)c1ncn(C)c1C(=O)N[C@H](C)c1ccccc1)c1ccccc1	-14.5
CC(C)(C)OC(=O)CNC(=O)c1nc[nH]c1C(=O)N1CCc2ccccc2C1	7.2
CCCCNC(=O)c1onc(CS(=O)(=O)c2ccccn2)c1C(=O)NCCCC	-7.0
C[C@@]12C(=O)N(Cc3ccc(F)cc3)CC(=O)N1[C@H]1c3cc(Cl)ccc3OC[C@@H]1[C@@H]2c1ccccc1	-24.8
COc1ccccc1CC(=O)N1CCN(c2cccc(Cl)c2)CC1	4.2
Cc1ccc(CNC(=O)c2ccc(Cn3cc(-c4ccc(C)cc4)nc3-c3ccncc3)cc2)cc1	-22.5
CCS(=O)(=O)N1CCC(C(=O)Nc2cc(C)ccc2O)CC1	6.8
COc1ccc(-c2sc(Nc3ccccc3)n[n+]2-c2ccc(F)cc2)cc1Br	-9.0
COc1ncnc(-c2ccccc2)c1-c1ccccc1	28.1
CCOc1cc(C(=S)N2CCOCC2)ccc1OS(=O)(=O)c1ccc(OC)cc1	-6.2
CCCCOc1ccc(Cc2c(O)nc(SC)[nH]c2=O)cc1	-2.5
Clc1ccc(C2=CSC3=NCCN23)c(Cl)c1	-1.2
C=Cn1ccnc1CC(O)c1ccc(OC)cc1 (stereo unspecified)	-16.4
COc1ccc(C(=O)NNC(=O)C2CC=CCC2)cc1 (stereo unspecified)	-11.0
CC(SCc1ccccc1)C(=O)Nc1ccccc1Br (stereo unspecified)	6.1
COC(=O)[C@@]12CCCCN1[C@H](c1ccc(-c3ccc(Cl)c(Cl)c3)cc1)[C@H]1C(=O)N(C)C(=O)[C@H]12	15.9
CNC[C@H]1Oc2c(NS(=O)(=O)c3ccc(OC)cc3)cccc2C(=O)N([C@H](C)CO)C[C@H]1C	10.2
COc1cc(OC)cc(-c2c(C#Cc3ccsc3)c3cc(-c4ccc5[nH]ccc5c4)ccc3n2C)c1	-29.7
CCCNC(=S)N1CCN(c2nc(-c3cccc(OC)c3)cs2)CC1	14.5
COc1ccc(CCNC(=O)C2CCN(S(=O)(=O)c3ccc(F)cc3)CC2)cc1	17.1

Remaining list, next part
Compound	Pf gamet viab
CCc1ccc(Nc2n[n+](-c3ccccc3)c(-c3ccc(C(=O)O)cc3)s2)cc1	-3.6
COc1ccc(Br)cc1S(=O)(=O)n1c([N+](=O)[O-])cnc1C	4.7
COc1ccc(CC2NCCC3=CC(=O)CCC32)cc1O (stereo unspecified)	-5.6
Cn1ccnc1CC(O)(c1ccccc1)c1ccccc1	6.0
CCCN1C2CCCC1CC(NC(=O)c1ccc(OC)cc1)C2 (stereo unspecified)	28.5
CCN1C(=O)[C@@H]2[C@@H](c3ccc(-c4ccc(F)cc4)c(OC)c3)N3CCCC[C@@]3(C(=O)OC)[C@@H]2C1=O	-20.0
CC(=O)Nc1ccc(C(=O)CSc2nnc(-c3ccccc3F)n2CCc2ccccc2)cc1	-25.0
FC(F)(F)c1cccc(Nc2nc(N3CCOCC3)nc(N3CCOCC3)n2)c1	7.2
CCCCCOC(=O)C1=C(C)NC(=O)NC1c1ccccc1 (stereo unspecified)	6.1
Cc1ccc(C(=O)/C=C/NNC(=O)c2ccccc2O)cc1	-20.6
Cc1ccc([C@@H]2CC=C(C(=O)O)CN2S(=O)(=O)c2ccc(C)cc2)cc1	-25.1
CCCCCCCN1CCN=C1N(C)C	-13.1
Cc1nnc(SCc2cc(=O)[nH]c(N3CCCCC3)n2)s1	-10.9
CC#CCN1c2ccccc2[C@]23C[C@@H](C(=O)OC)N(C(=O)NC4CCCCC4)C2=NC(C(=O)OC)=C(C(=O)OC)[C@H]13	13.4
O=c1[nH]c(Sc2ccc([N+](=O)[O-])cc2[N+](=O)[O-])nc2ccccc12	8.6

Copied from the entries so far for reference:
Compound	Pf gamet viab
O=C(O)c1cccc(N2C(=O)c3cccc4cccc(c34)C2=O)c1	-28.4
C[C@@H]1CN([C@@H](C)CO)C(=O)c2cc(NC(=O)Nc3ccc4c(c3)OCO4)ccc2O[C@H]1CN(C)S(=O)(=O)c1ccc(F)cc1	-28.2
